Source: PubChem BioAssay (Sanford-Burnham Center for Chemical Genomics)
mIAP block: mouse IAP inhibition | 0.2% of 330,000 active | purified mouse IAP, CDP-Star luminescence, 30 min | inhibition, % at 10 µM;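 active = inhibition of at least 40% at 10 µM in the primary screen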;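 also: plate controls were DMSO with enzyme for no effect and no enzyme wells for full effect; values of inactives mirror those of a sister screen read the other way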
hIAP block: blocks human intestinal alkaline phosphatase; purified IAP, CDP-Star luminescence, 30 min; inhibition, % at 10 µM; 0.12% of 330,000 active; AID 2544;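 active = inhibition reaching a set limit with compound at 10 µM in the primary screen, cut at about 35% in these data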;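 also: plate controls were DMSO wells with enzyme for no effect and no-enzyme buffer wells for full effect; values of inactives mirror those of a sister screen read the other way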
Target sequence (P09923 whole entry, looked up): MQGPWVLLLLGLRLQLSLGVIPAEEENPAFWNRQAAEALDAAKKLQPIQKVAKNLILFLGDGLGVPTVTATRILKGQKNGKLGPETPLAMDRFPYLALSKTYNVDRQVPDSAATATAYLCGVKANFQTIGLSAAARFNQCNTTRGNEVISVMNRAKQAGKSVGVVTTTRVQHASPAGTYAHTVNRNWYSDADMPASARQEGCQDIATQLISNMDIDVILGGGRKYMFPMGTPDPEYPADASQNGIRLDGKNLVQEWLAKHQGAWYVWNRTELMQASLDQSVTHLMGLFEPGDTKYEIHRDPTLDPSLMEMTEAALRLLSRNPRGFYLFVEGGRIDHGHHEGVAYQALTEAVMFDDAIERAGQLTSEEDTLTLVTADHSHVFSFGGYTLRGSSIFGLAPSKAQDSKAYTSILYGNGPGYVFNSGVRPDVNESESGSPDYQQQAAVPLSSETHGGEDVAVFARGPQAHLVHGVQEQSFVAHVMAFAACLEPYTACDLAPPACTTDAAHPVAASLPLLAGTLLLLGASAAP
PfG6PD inh: PfG6PD (Plasmodium falciparum) enzyme inhibition; PfGluPho enzyme, NADPH resazurin-diaphorase fluorescence; 0.78% of 350,000 active; inhibition, % at 20 µM;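 active = inhibition reaching at least a set limit at 20 µM in the primary screen, cut at about 59% in these data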;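 also: 0% = DMSO wells with substrate and 100% = DMSO wells lacking glucose-6-phosphate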
ATG4B inhibitor: inhibitors of human ATG4B cysteine protease. Q9Y4P1. ATG4B cleavage of LC3-PLA2, NBD-HPC fluorescence, 1 h. inhibition, % at 8.33 µM. 0.51% of 340,000 active. AID 504462; in the data active = inhibition above about 40%
Target sequence (Q9Y4P1 whole entry, looked up): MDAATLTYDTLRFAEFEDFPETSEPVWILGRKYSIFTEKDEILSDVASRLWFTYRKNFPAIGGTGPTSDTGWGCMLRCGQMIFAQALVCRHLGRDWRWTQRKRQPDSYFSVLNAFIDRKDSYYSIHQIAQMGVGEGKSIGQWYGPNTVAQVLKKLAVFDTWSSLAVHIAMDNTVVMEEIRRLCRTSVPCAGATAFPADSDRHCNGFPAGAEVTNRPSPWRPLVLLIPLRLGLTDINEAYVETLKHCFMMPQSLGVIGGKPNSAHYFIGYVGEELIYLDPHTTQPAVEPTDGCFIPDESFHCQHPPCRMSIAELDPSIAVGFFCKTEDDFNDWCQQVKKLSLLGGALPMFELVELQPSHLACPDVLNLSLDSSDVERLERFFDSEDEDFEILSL
mIAP act: mouse IAP activation | muIAP, CDP-Star luminescence, 30 min; active compounds read high; 1 = vehicle-only enzyme signal, 0 = enzyme-free wells | activation factor at 10 µM | 0.24% of 330,000 active;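 active = activation factor of at least 2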; also: the source names both 10 and 20 µM as test concentration; values of inactives mirror those of a sister screen read the other way
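Assay system: mouse IAP enzyme; reagent: chemiluminescent substrate CDP-Star; dosing: test compounds delivered from DMSO solution; schedule: 30 min at room temperature; measured by: luminescence from enzymatic CDP-Star hydrolysis; controls: DMSO-only wells and no-enzyme negative control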
HKDC1 inhibitor: inhibitors of human hexokinase HKDC1; Q2TB90; inhibition, % at 20 µM; 0.16% of 340,000 active; recombinant HKDC1, G6PDH/diaphorase resazurin coupled fluorescence;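 active = inhibition above about 35% when tested at 20 µM, limit read from the data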;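 also: plate controls were DMSO wells with enzyme for no effect and DMSO wells lacking enzyme for full effect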
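test system = in-house recombinant HK5 (HKDC1) enzyme | amount = HKDC1 at 5 µg/mL | control set = DMSO-enzyme wells negative, buffer-substituted wells positive | compound = one dose of 20 µM, 1% DMSO | schedule = reaction time 90 min, room temperature, protected from light | technique = resorufin fluorescence at 613 nm | reagent = glucose with 1 mM ATP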
hIAP act: increases human intestinal alkaline phosphatase activity | P09923 | AID 2524 | purified human IAP, CDP-Star luminescence, 30 min; active compounds read high; 1 = vehicle-only enzyme, 0 = enzyme-free background | 0.16% of 330,000 active | activation factor at 10 µM;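 active = activation factor of the enzyme at least 2-fold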; also: the source names both 10 and 20 µM as test concentration; values of inactives mirror those of a sister screen read the other way
A3A deaminase: inhibitors of human APOBEC3A DNA deaminase; AID 493011; inhibition, % at 20 µM; 0.41% of 330,000 active; recombinant A3A, FAM/TAMRA ssDNA deamination fluorescence;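 active = at least 40% inhibition at 20 µM here, with at most 30% in a related deaminase screen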;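 also: plate controls were A3A with DMSO for no effect and wells lacking A3A enzyme for full effect; some results filed as inactive read as strong as hits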
Target sequence (P31941 whole entry, looked up): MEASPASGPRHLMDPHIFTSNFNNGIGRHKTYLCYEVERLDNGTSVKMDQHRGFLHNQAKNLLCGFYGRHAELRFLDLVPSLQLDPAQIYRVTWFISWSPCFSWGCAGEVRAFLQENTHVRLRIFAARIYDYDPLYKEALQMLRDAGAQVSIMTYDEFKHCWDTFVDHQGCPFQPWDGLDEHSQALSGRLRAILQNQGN
The depositor's hits bear a star; · = not tested or not shown. Compounds as they come (roughly 2.4% active in at least one column).

| Molecule | mIAP block | hIAP act | A3A deaminase | PfG6PD inh | ATG4B inhibitor | hIAP block | mIAP act | HKDC1 inhibitor |
| --- | --- | --- | --- | --- | --- | --- | --- | --- |
| CC(=O)c1cccc(NC(=O)c2ccc3c(c2)C(=O)N(Cc2cccnc2)C3=O)c1 | 7.7 | 1.11 | -0.9 | -1.2 | 5.2 | -10.8 | 0.923 | -5.3 |
| O=C(Nc1nccs1)C(F)(F)C(F)(F)C(F)(F)C(=O)Nc1nccs1 | 2.1 | 1.05 | -8.9 | -5.9 | -13.7 | -4.9 | 0.979 | 6.0 |
| CCOC(=O)c1c(C)nc(-c2ccccc2)nc1N | -5.3 | 0.917 | 1.3 | -7.2 | -1.9 | 8.3 | 1.05 | -3.3 |
| O=C(Nc1cccnc1)Nc1cccc(F)c1 | -7.8 | 0.961 | -3.8 | -1.8 | 1.6 | 3.9 | 1.08 | 8.9 |
| Cn1c(=O)c(/C(N)=N/OC(=O)c2ccccc2)cn(-c2ccccc2)c1=O | 1.5 | 1.01 | 0.2 | 0.1 | -1.8 | -0.8 | 0.985 | -5.0 |
| Cc1c(N2C(=O)/C(=C3/C(=O)N(C)c4ccccc43)SC2=S)c(=O)n(-c2ccccc2)n1C | 10.4 | 0.961 | 0.0 | -4.1 | 1.7 | 3.9 | 0.896 | 2.1 |
| COc1ccc(C2CC(c3ccccc3)=NN2C(=O)COC(=O)c2cccnc2Cl)cc1 (stereo not given) | 3.7 | 0.983 | -0.4 | 13.5 | -2.4 | 1.7 | 0.963 | -4.2 |
| CCOC(=O)C1=C(CC)Nc2ccccc2N=C1NC(=O)CCNC(C)=O | 1.5 | 1 | 1.0 | -22.6 | 6.9 | -0.4 | 0.985 | -1.2 |
| CC(CN1CCOCC1)OC(=O)c1ccccc1Cl (stereo not given) | -4.1 | 1.05 | 0.2 | -23.7 | -6.9 | -5.2 | 1.04 | -3.7 |
| COc1cc(C2N(c3ccccn3)C(=O)C3CCCN32)cc(OC)c1OC (stereo not given) | 2.5 | 0.904 | -0.7 | -1.5 | -14.2 | 9.6 | 0.975 | -4.2 |
| CC(C)NC(=O)N(C)C[C@H]1Oc2ccc(NS(=O)(=O)c3ccc(F)cc3)cc2C(=O)N([C@H](C)CO)C[C@@H]1C | -8.0 | 0.978 | -2.8 | -0.6 | 0.3 | 2.2 | 1.08 | -4.1 |
| CC1(NC(=O)COc2ccccc2-c2ccccc2)CCS(=O)(=O)C1 (stereo not given) | 8.9 | 0.887 | 0.0 | -10.0 | 3.8 | 11.3 | 0.911 | -1.0 |
| COc1ccc(C(=O)c2c(C(F)(F)F)oc3c2C(=O)c2ccccc2C3=O)cc1 | 4.2 | 1.35 | -3.6 | 76.5* | 18.7 | -34.5 | 0.958 | 16.7 |
| COc1ccc(NC(=O)CCCN2C(=O)C(c3ccccc3)Oc3cccnc32)cc1 (stereo not given) | 14.1 | 1.1 | -3.6 | 14.9 | 6.0 | -9.7 | 0.859 | -1.4 |
| CN(Cc1ccc(C(F)(F)F)cc1)C(=O)c1ccc2ccccc2n1 | 8.9 | 1.16 | 0.6 | 12.8 | -3.4 | -16.3 | 0.911 | -3.9 |

Quoted at random: two compounds from above
| Molecule | mIAP block | hIAP act | A3A deaminase | PfG6PD inh | ATG4B inhibitor | hIAP block | mIAP act | HKDC1 inhibitor |
| --- | --- | --- | --- | --- | --- | --- | --- | --- |
| CC(CN1CCOCC1)OC(=O)c1ccccc1Cl (stereo not given) | -4.1 | 1.05 | 0.2 | -23.7 | -6.9 | -5.2 | 1.04 | -3.7 |
| CCOC(=O)C1=C(CC)Nc2ccccc2N=C1NC(=O)CCNC(C)=O | 1.5 | 1 | 1.0 | -22.6 | 6.9 | -0.4 | 0.985 | -1.2 |

The results go on.
| Molecule | mIAP block | hIAP act | A3A deaminase | PfG6PD inh | ATG4B inhibitor | hIAP block | mIAP act | HKDC1 inhibitor |
| --- | --- | --- | --- | --- | --- | --- | --- | --- |
| O=C(NC1CCCCCC1)c1ccccc1-c1ccccc1 | 2.7 | 1.11 | -3.3 | -15.3 | 11.5 | -11.3 | 0.973 | 2.6 |
| CCCCn1c(=O)[nH]c(=O)c2c1nc(-c1ccncc1)n2CCOC | 0.1 | 1.06 | -4.4 | -0.6 | 0.9 | -5.7 | 0.999 | 4.9 |
| Fc1ccc(-c2noc(-c3ccc4c(c3)CCO4)n2)cc1 | -4.4 | 1.06 | 2.8 | -4.4 | -0.2 | -6.3 | 1.04 | -6.4 |
| CNc1nc2ccccc2n1N | 1.9 | 1.05 | 2.6 | -10.2 | 10.8 | -4.6 | 0.981 | -4.3 |
| CCn1cc(Cl)c(C(=O)Nc2ccc(OC)c(OC)c2)n1 | 2.1 | 0.984 | -1.3 | 0.2 | -5.1 | 1.6 | 0.979 | 2.8 |
| Cc1ccc(S(=O)(=O)N2CCCCC2)cc1NC(=O)c1cc(=O)[nH]c2ccccc12 | 15.0 | 1.01 | 0.2 | 7.3 | -6.5 | -0.7 | 0.85 | 0.1 |
| O=C(CNCCc1ccccc1)N1CCc2ccccc2C1 | 4.1 | 0.895 | 4.3 | -4.2 | -1.6 | 10.5 | 0.959 | -0.2 |
| Nc1cc(=O)nc(SCC(=O)N2CCN(c3ccccc3)CC2)n1-c1ccc(F)cc1 | 3.8 | 1.07 | 1.7 | 2.5 | 7.0 | -7.2 | 0.962 | 1.0 |
| CCOC(=O)c1nnc(-c2cccs2)nc1Oc1ccc(Cl)cc1 | 12.4 | 0.881 | -3.0 | 1.8 | -6.2 | 11.9 | 0.876 | 6.9 |
| Cc1cccc(NC(=O)C2C(c3ccccc3)C2(Cl)Cl)c1C (stereo not given) | -30.2 | 0.939 | 2.6 | 12.0 | 17.5 | 6.1 | 1.3 | 0.8 |
| NC(=O)C1CCCN(C(=S)Nc2cccc3ccccc23)C1 (stereo not given) | -6.1 | 0.951 | 3.0 | 6.5 | 5.8 | 4.9 | 1.06 | 4.0 |
| C[C@]12CC[C@H](O)C[C@@H]1CC[C@@H]1[C@@H]2CC[C@@]2(C)[C@H]1CCC(=O)[C@]21CCCO1 | -0.6 | · | 2.5 | -15.5 | 5.1 | · | 1.01 | -3.1 |
| CCCOC(=O)C(C)n1c(-c2ccccc2)nc2ccccc2c1=O (stereo not given) | 10.9 | 0.885 | 0.9 | 10.2 | 15.9 | 11.5 | 0.891 | -10.8 |
| COc1ccc(-n2nnnc2SCC(=O)Nc2nnn(C)n2)cc1 | -2.3 | 0.934 | 2.2 | 9.4 | -10.5 | 6.6 | 1.02 | -5.9 |
| Clc1ccc(Cn2nnc(-c3ccc(CN4CCOCC4)cc3)n2)cc1 | 0.1 | 0.931 | 0.7 | -5.4 | -5.6 | 6.9 | 0.999 | 1.6 |
| O=C(NN=Cc1ccccc1OC(F)F)c1ccc(NS(=O)(=O)c2cccs2)cc1 | 3.4 | 1.22 | 0.0 | -27.1 | 0.4 | -21.5 | 0.966 | -10.4 |
| O=C(CSc1n[nH]c(=O)[nH]c1=O)N/N=C/C=C\c1ccccc1 | -2.5 | 1.18 | -3.8 | -4.8 | -5.9 | -17.8 | 1.02 | 0.5 |
| COc1cc(N)c(C(O)c2nccc3cc(OC)c(OC)cc23)cc1OC (stereo not given) | -2.8 | 1.21 | -5.1 | 6.9 | -0.1 | -21.2 | 1.03 | 9.4 |
| COc1ccc(Cl)cc1NC(=O)CN1CCN(S(=O)(=O)N2CCC(C)CC2)CC1 | -5.3 | 1.16 | -1.7 | -18.8 | 0.7 | -16.1 | 1.05 | 0.6 |
| CCOc1ccc(OCCC(=O)OCC(=O)Nc2ccc3c(c2)OCO3)cc1 | -4.5 | 0.916 | 8.4 | 2.9 | -7.9 | 8.4 | 1.04 | -5.1 |
| CCOc1ccc(N2CC(C(=O)NCc3cccc(C)c3)CC2=O)cc1 (stereo not given) | -14.2 | 1.12 | -1.2 | -11.5 | 2.5 | -12.5 | 1.14 | -7.3 |
| CCn1nc2cc(C(=O)NCC34CC5CC(CC(C5)C3)C4)ccc2c1OC | -3.9 | 0.947 | -4.3 | 9.7 | -10.7 | 5.3 | 1.04 | -5.2 |
| CCc1ccc(C(=O)CC2(O)C(=O)N(CN3CCOCC3)c3ccccc32)cc1 (stereo not given) | 0.7 | 1.11 | 2.4 | 10.3 | -5.8 | -10.8 | 0.993 | -4.0 |
| CCOC(=O)COC(=O)c1ccc(Oc2cc(C)nc(SC)n2)cc1 | -3.5 | 1.03 | -1.9 | -10.9 | -9.2 | -3.2 | 1.03 | 3.6 |
| C[C@H]1Oc2ccccc2C(=O)C1C(=O)c1ccccc1 (stereo not given in full) | 0.8 | 0.935 | -2.4 | -31.5 | 3.5 | 6.5 | 0.992 | -10.0 |
| C=CCN(C(=O)c1csnn1)C(C(=O)NCc1ccc(F)cc1)c1ccccc1 (stereo not given) | 11.1 | 0.999 | -5.0 | 11.1 | -4.2 | 0.1 | 0.889 | 3.7 |
| COc1ccccc1C(=O)N=C1NC(=O)CC2C(=O)NCCN12 (stereo not given) | -5.3 | 1.04 | -0.7 | -12.9 | 5.0 | -4.0 | 1.05 | -3.7 |
| COc1ccc(NC(=O)Cn2nnc(-c3ccccc3N)n2)cc1OC | 5.2 | 1.22 | 1.8 | 10.1 | 3.5 | -22.2 | 0.948 | -8.7 |
| COC(=O)CCC(=O)Nc1cccc(Br)c1 | 3.3 | 1.13 | 3.5 | -10.0 | 0.0 | -12.8 | 0.967 | -4.0 |
| N/C(=N\OC(=O)Nc1cccc(C(F)(F)F)c1)c1ccno1 | -17.7 | 1.06 | 1.5 | -7.6 | 8.1 | -6.3 | 1.18 | -2.6 |
| COc1cc(CC(=O)Nc2ccc(Cl)c(C(F)(F)F)c2)cc(OC)c1OC | -93.8 | 0.978 | -2.5 | 13.4 | -1.9 | 2.2 | 1.94 | -5.6 |
| O=C(Nc1ccnn1C1CCN(CCCc2ccccc2)CC1)c1cccc(F)c1 | 0.7 | 1.12 | -2.7 | 16.2 | -5.4 | -11.9 | 0.993 | -1.5 |
| O=C(NCCCn1ccnc1)/C(=C/c1ccccc1)NC(=O)c1ccccc1 | -2.6 | 1.08 | 1.6 | -2.5 | -0.9 | -8.2 | 1.03 | -3.7 |
| Cc1ccc(S(=O)(=O)Nc2ncnc3sc(C)c(C)c23)cc1 | -0.5 | 0.945 | 0.6 | 0.2 | -8.5 | 5.5 | 1 | -2.9 |
| CS(=O)(=O)N1CCCC(C(=O)NCc2ccc(F)cc2Cl)C1 (stereo not given) | -21.3 | 1.28 | -6.0 | -7.8 | -5.8 | -27.8 | 1.21 | -11.4 |
| O=C(CCc1ccccc1)Nc1cc2c(cc1Cl)OCCO2 | -7.3 | 1.26 | -1.0 | -8.1 | 8.7 | -26.1 | 1.07 | -6.5 |
| O=C1N/C(=C/c2cccn2-c2ccc(F)cc2)C(=O)N1Cc1ccccc1F | 9.1 | 0.825 | -2.8 | -15.7 | -3.5 | 17.5 | 0.909 | -10.3 |
| CCOC(=O)c1sc(NC(=O)C2C3C=CC(C3)C2C(=O)O)nc1C (stereo not given) | 4.4 | 0.793 | 24.3 | 4.3 | 5.8 | 20.7 | 0.956 | -8.9 |
| CCOc1ccc(NC2=NCC(=O)N2CCc2ccccc2)cc1 | -10.7 | 0.962 | 5.1 | -5.8 | 2.6 | 3.8 | 1.11 | -4.6 |
| Cc1nc(SCC(=O)Nc2ccc(N3CCOCC3)cc2)nc(C)c1C | 3.6 | 1.1 | 0.1 | 15.1 | 6.9 | -10.4 | 0.964 | -5.0 |
| COc1ccccc1-n1ccnc(SCC(=O)NCc2ccccc2)c1=O | 23.3 | 0.968 | -0.7 | -5.6 | 6.6 | 3.2 | 0.767 | -5.0 |
| COc1cccc(OCC(O)CN2CCc3ccccc3C2)c1 (stereo not given) | -5.0 | 1.26 | -6.0 | -3.7 | 3.0 | -26.3 | 1.05 | -3.3 |
